GAA glycogen = inhibitors or activators of human alpha-glucosidase glycogen cleavage; AID 2100; P10253; Potency, µM (doses to about 76.4 µM), for the others: top-dose activity change, negative = inhibition, usual class: inhibitors; 0.38% of 300,000 active; recombinant GAA, glycogen substrate, Amplex Red glucose oxidase fluorescence;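 note: 0% = full enzyme reaction and -100% = no-enzyme basal signal; the screen sought inhibitors and activators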
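Recombinant human alpha-glucosidase (4 nM final) hydrolysed bovine liver glycogen (30 ug) for 40 min at 37 C in pH 5.0 citrate/phosphate with 0.01% Tween-20. Released glucose detected by glucose oxidase/Amplex Red, Ex 573/Em 610 nm. Compounds up to 77 uM; AC50 from Hill fits.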
HTT ATP protect = cytoprotection in Huntington HTT-Q103 PC12 cell model; PC12 HTT-Q103 induced, cytoprotection, ATP luminescence, 40 h; Potency, µM (series often up to 56.4 µM), for the others: cytoprotection (ATP increase), most hits filed as activators; 0.14% of 230,000 active; AID 1471;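 note: % of control where 0% means no effect; nearly all actives have a fitted effect of over 45% in size; toxic huntingtin expression switched on by the ecdysone agonist tebufenozide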
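Rat PC12, Q103 Htt exon1-GFP fusion, ecdysone promoter; tebufenozide inducer 100 nM final; compound titration; qHTS, 1500 cells/well; ATPlite luminescent read.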
Tau fluor cs = counter-screen for tau fibril formation inhibitors; AID 1463; Potency, µM (top dose mostly 57.7 µM), without a hit: at the top dose activity change, negative = decrease; tau K18 P301L Alexa594 fluorescence, heparin fibrillization; 0.93% of 280,000 active; note: % is set by controls: 0 for no effect and ±100 for the full control effect; nearly all actives have a fitted effect of over 55% in size
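Human K18 P301L tau (15 uM unlabeled plus 0.24 uM Alexa 594-labeled, final) in 100 mM sodium acetate pH 7 was mixed with compound and 20 uM heparin and incubated 6 hr at 37 C.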
Tau fibril FP = inhibitors of human tau fibril formation; Potency, µM (series often up to 57.7 µM), without a hit: at the highest dose activity, negative = inhibition, hits mostly inhibitors; 0.39% of 280,000 active; K18 P301L tau heparin fibrillization, Alexa594 FP, 6 h; AID 1468; P10636; note: % is set by controls: 0 for no effect and ±100 for the full control effect; nearly all actives have a fitted effect of over 55% in size
Target sequence (P10636 561-689 P618L limits assumed): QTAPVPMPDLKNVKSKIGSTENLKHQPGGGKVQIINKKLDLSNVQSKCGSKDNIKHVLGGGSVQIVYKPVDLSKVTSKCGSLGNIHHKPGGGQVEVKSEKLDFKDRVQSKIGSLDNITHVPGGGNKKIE
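Steps: dispense K18 P301L tau (15 uM plus 0.24 uM Alexa 594 tracer, final) in pH 7 sodium acetate; add compound; add heparin (20 uM final); incubate 6 hr, 37 C; add ThT (30 uM final); after 1 hr ambient, read FP.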
aGal spleen mod = inhibitors or activators of human alpha-galactosidase in spleen homogenate | P06280 | human spleen homogenate, 4MU-alpha-Gal fluorescence, 40 min | Potency, µM (titrated, usually from 80 µM), inactives show at the highest dose activity change, negative = inhibition, usual class: inhibitors | 0.008% of 240,000 active | AID 2107;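 note: 0% = enzyme with vehicle and -100% = no enzyme basal signal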
Target sequence (P06280 32-429 limits assumed): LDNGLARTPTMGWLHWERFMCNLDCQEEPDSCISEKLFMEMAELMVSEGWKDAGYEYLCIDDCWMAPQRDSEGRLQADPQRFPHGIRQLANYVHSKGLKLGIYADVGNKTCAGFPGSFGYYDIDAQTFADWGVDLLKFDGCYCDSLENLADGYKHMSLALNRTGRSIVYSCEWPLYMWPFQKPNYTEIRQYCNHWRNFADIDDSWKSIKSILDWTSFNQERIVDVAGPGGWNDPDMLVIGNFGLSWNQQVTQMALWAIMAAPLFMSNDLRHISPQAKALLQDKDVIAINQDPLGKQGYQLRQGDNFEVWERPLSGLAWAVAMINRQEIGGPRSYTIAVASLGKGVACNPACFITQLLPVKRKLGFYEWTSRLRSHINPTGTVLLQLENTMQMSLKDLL
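Spleen homogenate 1 ug + cpd (titration) + 4-MU-alpha-D-galactopyranoside 1 mM; 37C 40 min; 50 mM citrate/phosphate pH 5.0, 0.01% Tween-20; stop pH 10; fluorescence 365/440; AC50 via Hill.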
GAA spleen mod = inhibitors or activators of human alpha-glucosidase in spleen homogenate; 0.006% of 240,000 active; Potency, µM (series often up to 79.9 µM), inactives show top-dose activity change, negative = inhibition, usual class: inhibitors; human spleen homogenate, 4-MU-alpha-glucoside fluorescence; AID 2112; P10253;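 note: 0% = enzyme with vehicle and -100% = no enzyme basal signal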
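Human spleen homogenate (1 ug) with 4-methylumbelliferyl-alpha-D-glucopyranoside (1 mM final) in 50 mM citrate/phosphate pH 5.0, 0.01% Tween-20; 40 min at 37 C. Stopped at pH 10; 4-MU fluorescence Ex 365/Em 440 nm; AC50 by Hill fit.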
Tau fibril ThT = tau fibrillization inhibition (ThT binding). P10636. recombinant tau K18 P301L (four-repeat tau fragment), heparin-induced fibrillization, ThT fluorescence. Potency, µM (top dose mostly 57.4 µM), without a hit: at the highest dose activity, negative = inhibition, usual class: inhibitors. 2.1% of 270,000 active; note: % is set by controls: 0 for no effect and ±100 for the full control effect; nearly all actives have a fitted effect of over 55% in size
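Recombinant human tau K18 fragment […] carrying P301L, 15 uM unlabeled plus 0.24 uM Alexa 594-labeled, was fibrillized with 20 uM heparin in 100 mM sodium acetate pH 7 for 6 hr at 37 C; 30 uM ThT fluorescence read after 1 hr.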
GAA inh = alpha-glucosidase (human) inhibition. 0.005% of 200,000 active. Potency, µM (highest dose often 76.9 µM), for the others: at the top dose activity change, negative = inhibition, most hits filed as inhibitors. P10253. AID 1466. purified human GAA, 4-MU-alpha-glucoside fluorescence;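 note: plate controls were uninhibited enzyme wells for no effect and no-enzyme background for full effect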
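Enzyme (4 nM final) mixed with compound (up to 77 uM), then 4-MU-alpha-D-pyranoside (400 uM final) added; 20 min at room temperature, pH 5.0. Reaction stopped at pH 10, fluorescence read, AC50 derived by Hill fit.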
Starred values were filed as active, the others as inactive; ? = inconclusive; · = not tested or not shown; & = joins results of further samples; [ ] = another dose, or the depositor's remark. Calls come from the whole dose curve; as a rule, active = well fitted curve in the direction sought with a large enough effect; inconclusive = small, poorly fitted or top-dose-only effect, or another doubt; inactive = no such curve, though single readings can be large; an effect the other way counts as inactive or inconclusive. Potency is the fitted concentration of half-maximal effect.

nr	smiles	GAA glycogen	HTT ATP protect	Tau fluor cs	Tau fibril FP	aGal spleen mod	GAA spleen mod	Tau fibril ThT	GAA inh
1	CCCCC(=O)Nc1cccc(NC(=S)NC(=O)Cc2ccccc2)c1	7.4%	5.2%[10 µM]	-16.1%	-8.8%	-8.7%	-6.9%	-1.4%	0.3%
2	COc1c(Cl)cc(Cl)cc1CNCc1ccccc1	-10.8%	-19.0%	-4.9%	-0.6%	-0.1%	2.2%	-1.4%	-6.2%
3	COc1ccc(S(=O)(=O)Cc2ccc(C(=O)N3CCN(c4cc(C)ccc4C)CC3)o2)cc1	-14.2%[76.3 µM]	·	-12.3%	7.7%	·	·	-12.9%	·
4	CSc1nsc(/C=C/Nc2ccc(Cl)cc2)c1C#N	-5.5%	-15.3%	?	-7.5%	-6.4%	-3.9%	15.8µM*	-3.5%
5	O=C1/C(=C/c2ccc(F)cc2)CCC1C1CCCC1 (stereo not drawn)	2.3%	3.9%[10 µM]	-4.8%	-2.3%	-2.9%	-6.2%	-9.6%	-6.9%
6	CCCCN1C(=O)/C(=C(/C#N)C(=O)N2CCCC2)c2ccccc21	1.7%	5.2%[10 µM]	-6.8%	-12.0%	5.6%	-18.2%	?	·
7	CCC1=C2CC[C@H]3C(=O)N(CC)C(=O)[C@H]3[C@H]2[C@@]2(Cc3ccccc3)C(=O)N(Cc3ccccc3)C(=O)N2C1=O	-1.8%	8.4%	-6.8%&2.8%	13.6%&0.9%	-2.8%&0.9%	2.6%&-15.5%	-13.1%&-6.1%	·
8	COc1ccc(C2C(C(=O)N3CCOCC3)c3ccccc3C(=O)N2c2ccc(OC)cc2)cc1 (stereo not drawn)	-15.1%	3.2%	-1.0%	-2.4%	0.7%	-5.2%	-1.9%	-7.1%
9	Oc1c(CN2CCN(c3ccccn3)CC2)cc(Cl)c2cccnc12	-1.2%	-42.1%[inhibitor][10 µM]	-19.5%	8.5%	5.9%	-3.9%	?	-10.0%
10	O=C(NNc1cccc(Cl)n1)c1c(Cl)cccc1Cl	8.91µM*	-22.1%	-4.3%	-2.2%	0.3%	-28.6%	-0.6%	8.2%
11	O=C(NCC(c1cccnc1)N1CCN(Cc2ccccc2)CC1)C(=O)Nc1ccc(F)cc1 (stereo not drawn)	-2.6%[76.3 µM]	·	5.0%	-2.3%	·	·	5.5%	·
12	CC(=O)C1=C(C)NC(SCC(=O)c2ccc(Cl)c(Cl)c2)=C(C#N)C1c1ccco1 (stereo not drawn)	-29.1%	5.3%	-9.8%	0.6%	1.6%	12.6%	5.5%	5.5%
13	O=C(CN1CCN(S(=O)(=O)c2ccc(Br)cc2)CC1)N/N=C/c1cccs1	-7.3%	28.0%[10 µM]	-2.5%	0.4%	6.1%	-11.2%	-2.2%	?
14	O=C(c1cc(F)ccc1F)C1CCCN(C(=O)c2cccs2)C1 (stereo not drawn)	5.0%	-10.7%	-2.4%	-3.2%	-0.4%	-7.4%	-5.8%	-0.2%
15	CCOC(=O)c1c(C)c(C(=O)NCc2cccs2)c(C)n1CC	5.9%	-24.2%	-14.5%	-15.1%	-8.5%	-3.5%	-6.7%	-2.3%
16	CN(C)CCCN(C(=O)/C=C/c1cccs1)c1nc2c(F)cccc2s1	2.8%	-25.3%	-14.7%	-11.2%	-0.3%	·	-17.4%	-7.8%
17	COc1ccc(CC2(CO)CCN(S(=O)(=O)c3sccc3C)CC2)cc1	-10.6%	16.4%[10 µM]	?	-3.0%	-0.5%	1.1%	-9.2%	?
18	CCn1c(=O)cc(SCC(=O)NCc2ccccc2OC)c2ccccc21	13.3%[76.3 µM]	·	-11.4%	-2.7%	·	·	-6.8%	·
19	COC(=O)C(Cc1c[nH]c2ccccc12)NC(=O)c1cc(-c2ccc(OC)c(OC)c2)oc1C (stereo not drawn)	2.1%	-2.3%[10 µM]	?	?	3.1%	-10.4%	?	1.9%
20	CC1=C(C)CC(C(=O)NCc2ccc3c(c2)OCO3)C(C(=O)O)C1 (stereo not drawn)	2.6%	1.1%	-11.9%	-4.4%	5.6%	-0.3%	-14.1%	-5.9%
21	Cc1cc2nc(-c3ccc(SCC(=O)Nc4nccs4)nc3)[nH]c2cc1C	-0.8%	-10.5%[10 µM]	-18.4%	-2.1%	-11.1%	-17.2%	4.0%	2.4%
22	COc1cc2c(cc1OC)C(c1ccccc1)N(C(=O)CSCC(=O)O)CC2 (stereo not drawn)	8.2%	-5.6%	-2.8%	-5.6%	-4.7%	0.7%	-10.5%	-1.1%
23	Cc1ccc(/C=N/NC(=O)c2cc3c(ccc4ccccc43)o2)cc1[N+](=O)[O-]	2.1%	-3.8%	-12.0%	-1.6%	-7.7%	-8.2%	?	-2.2%
24	Cc1ccc(NC(=O)CCCn2c(=O)c3cccn3c3cccnc32)c(Cl)c1	-3.7%[76.3 µM]	·	-5.8%	0.5%	·	·	-6.9%	·
25	COc1ccc(S(=O)(=O)Nc2nc3ccccc3nc2NCC2CCCO2)cc1 (stereo not drawn)	0.8%	11.2%[10 µM]	-0.2%	4.9%	12.5%	-10.0%	-10.2%	·

Tau fibril ThT: what is marked active above
No.	Molecule	GAA glycogen	Tau fibril FP	aGal spleen mod	GAA spleen mod	Tau fibril ThT	GAA inh
4	CSc1nsc(/C=C/Nc2ccc(Cl)cc2)c1C#N	-5.5%	-7.5%	-6.4%	-3.9%	15.8µM*	-3.5%

Further structures.
nr	smiles	GAA glycogen	HTT ATP protect	Tau fluor cs	Tau fibril FP	aGal spleen mod	GAA spleen mod	Tau fibril ThT	GAA inh
26	COc1ccc(-n2cc(CN3CCC(OC)CC3)c(-c3cccc(F)c3)n2)cc1	-1.4%	2.6%[10 µM]	-20.3%	6.5%	-3.3%	-3.6%	-5.4%	?
27	C=CCn1c(SCC(=O)Nc2ccc3c(c2)OCO3)nnc1-c1cc(Br)ccc1O	0.2%	-7.4%	?	7.7%	5.2%	0.6%	-14.8%	2.0%
28	CCOCCCNC(=O)c1ccc2c(=O)n(Cc3ccc4c(c3)OCO4)c(=S)[nH]c2c1	12.6%	-7.5%[10 µM]	6.5%	?	-0.6%	-0.8%	12.8%	0.3%
29	COc1ccc(NC(=O)CSc2ccc(F)cc2)cc1S(=O)(=O)N1CCCCC1	11.0%	11.3%[10 µM]	-28.7%	-1.0%	-4.7%	-2.2%	-5.6%	-6.3%
30	NC(CCC(=O)NCS(=O)(=O)O)C(=O)O (stereo not drawn)	·	-27.3%	-13.9%&5.6%	-2.9%&-3.1%	1.3%&-10.9%	-12.9%&0.2%	-15.3%&9.9%	·
31	CC(NCCN(C)C)C(=O)C12CC3CC(CC(C3)C1)C2 (stereo not drawn)	4.5%	10.5%[10 µM]	-10.1%	-4.4%	-9.1%	-7.1%	-12.3%	·
32	COc1cccc(N2CCN(C(=O)c3ccc4c(=O)n(CCc5ccccc5)c(=O)[nH]c4c3)CC2)c1	-3.6%[76.3 µM]	·	-16.5%	-9.8%	·	·	-3.0%	·
33	CCOC(=O)c1[nH]c2ccccc2c1NC(=S)Nc1cccc(C)c1	?	·	-24.7%	-0.8%	6.0%	12.5%	?	3.5%
34	O=C(Nc1ccc(N2CCN(C(=O)c3ccc(Cl)cc3)CC2)cc1)c1cc2ccccc2o1	1.5%	6.9%	?	6.2%	3.0%	-2.2%	?	-2.4%
35	COc1cc(OC)cc(C(=O)OC/C(O)=C(\C#N)c2nc3ccccc3[nH]2)c1	2.8%	-3.5%[10 µM]	-17.6%	-9.9%	7.4%	-0.3%	·	·
36	O=C(NC(=S)N1CCCCC1CO)C12CC3CC(CC(C3)C1)C2 (stereo not drawn)	4.7%	8.1%[10 µM]	-0.6%	2.2%	-11.4%	-1.1%	1.1%	·
37	CCn1c(SCC(=O)O)nc2sc3c(c2c1=O)CCC3	18.4%	-1.6%	-14.7%	-3.8%	3.9%	-1.8%	-12.9%	0.1%
38	Cc1nc2cc3c(cc2s1)OCO3	-2.1%	-31.2%[10 µM]	-5.3%	6.9%	-3.9%	-2.3%	-8.9%	·
39	COC(=O)C(O)(NC(=O)c1ccncc1)C(F)(F)F (stereo not drawn)	3.6%	-1.7%[10 µM]	2.8%	-3.0%	-1.3%	-2.8%	·	·
40	O=C(CC12CC3CC(C1)CC(CC(=O)NC1=NCCS1)(C3)C2)NC1=NCCS1	5.9%	-16.0%[0.074 µM]	-13.6%	3.7%	2.0%	-1.4%	-13.7%	-2.6%
41	COc1ccc(C)cc1NC(=O)c1cc2c(CO)cnc(C)c2oc1=N	1.6%	-17.8%	-12.1%	7.1%	-14.1%	2.9%	?	2.9%
42	CCOC(=O)c1nn(-c2ccccc2)c2nnc(Cc3ccc(Cl)cc3)c(=O)n12	0.0%	·	3.1%	2.6%	4.7%	-4.6%	3.4%	-5.1%
43	Nc1nc(SCC(=O)NCCc2ccccc2)[nH]c(=O)c1-c1ccccc1	-2.2%	·	11.5%	-0.4%	3.2%	3.7%	4.6%	3.9%
44	O=C(Cn1c(=O)oc2ccccc21)N1CCN(c2ccccc2)CC1	-6.3%	6.6%[10 µM]	5.8%	7.9%	-7.1%	-5.8%	-6.5%	-9.2%
45	CCOC(=O)CSc1nnnn1-c1cccc2ccccc12	-19.0%	-10.9%[0.074 µM]	2.6%	?	1.4%	-10.3%	5.3%	4.2%

Three compounds from above, ordered by their value in GAA inh, descending.
No.	SMILES	GAA inh
45	CCOC(=O)CSc1nnnn1-c1cccc2ccccc12	4.2%
40	O=C(CC12CC3CC(C1)CC(CC(=O)NC1=NCCS1)(C3)C2)NC1=NCCS1	-2.6%
29	COc1ccc(NC(=O)CSc2ccc(F)cc2)cc1S(=O)(=O)N1CCCCC1	-6.3%
